PP1 counter = PP1-alpha phosphatase inhibitors, primary screen, counter-screen for PP5 inhibitor project, biochemical, fluorescence, OMFP substrate, single point | inhibition, % at 6.7 µM | purified PP1alpha | 320,000 tested, 0.9% active | Serine/threonine-protein phosphatase PP1-alpha catalytic subunit (Homo sapiens), P62136;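 active means inhibition above the mean inhibition of all tested compounds plus 3 SD, computed separately for each screening campaign, cut at about 15% in these data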
Target sequence (P62136 whole entry, looked up): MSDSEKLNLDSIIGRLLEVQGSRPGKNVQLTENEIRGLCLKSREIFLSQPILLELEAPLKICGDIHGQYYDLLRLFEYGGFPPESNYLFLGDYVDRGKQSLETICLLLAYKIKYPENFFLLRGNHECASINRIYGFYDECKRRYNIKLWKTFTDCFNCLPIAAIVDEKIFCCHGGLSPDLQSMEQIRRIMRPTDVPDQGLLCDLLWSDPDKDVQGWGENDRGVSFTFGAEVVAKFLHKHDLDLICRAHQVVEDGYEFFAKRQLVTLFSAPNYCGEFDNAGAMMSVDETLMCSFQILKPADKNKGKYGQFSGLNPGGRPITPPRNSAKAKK
proCasp7 act = procaspase-7 activators, primary screen, counter-screen for procaspase-3 activator project, biochemical, absorbance, HTS, human | 330,000 tested, 0.093% active | recombinant procaspase-7, Ac-DEVD-pNA absorbance 405 nm; D23A/D198A/D206A triple mutant, cannot self-cleave; scale: DMSO 0, 5 µM enzyme 100 | Caspase-7 (Homo sapiens), P55210 | activation, % at 8.5 µM;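 active means percent activation above the screen-wide mean plus 3 SD, cut at about 25% in these data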
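signal = Epi-absorbance of released pNA at 405 nm, two timepoints | assay system = Uncleavable procaspase-7 mutant enzyme | reagent = Ac-DEVD-pNA substrate, 400 µM as added | times = 1 h enzyme–compound preincubation and 2 h substrate reaction, both 25 °C | benchmarks = low DMSO alone, high DMSO plus 5 µM PC-7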
procasp3 activ = activators of human procaspase-3 D3A mutant, primary screen, biochemical, absorbance, PC-3 D3A mutant, single concentration | Caspase-3 (Homo sapiens), P42574 | recombinant procaspase-3 D3A, Ac-DEVD-pNA absorbance 405 nm | activation, % at 8.5 µM | 330,000 tested, 0.11% active | AID 463141, 2010;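 active means activation above the mean of all tested compounds plus 3 SD, cut at about 21% in these data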;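 further: 0% = DMSO alone and 100% = DMSO wells spiked with extra 5 µM PC-3 D3A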
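material = Procaspase-3 D3A mutant | probe or stimulus = Ac-DEVD-pNA | compound = single dose, 8.5 µM nominal compound, 0.8% DMSO | timing = 1 h preincubation, 2 h reaction | measured by = 405 nm absorbance of p-nitroaniline, reads at 0 and 120 min | benchmarks = DMSO-only low control, 5 µM PC-3 D3A high control | repeats = singlicate, each compound tested once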
GASC-1 inh = inhibitors of GASC-1 histone demethylase, primary screen, biochemical, fluorescence, DELFIA europium; Lysine-specific demethylase 4C (Homo sapiens), Q9H3R0; GST-JMJD2C(1-420) H3K9me3 demethylation; 330,000 tested, 0.069% active; inhibition, % at 2.35 µM; AID 2099, 2009;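 active means more than half of a compound's replicate wells show inhibition beyond 50%, single wells judged on their own value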;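 further: signal counts dimethyl H3K9 product captured on neutravidin plate; 0% = median of DMSO wells and 100% = 0.3 times that DMSO median; strong numbers were not always called active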
GRK2 aptamer HTS = compounds blocking aptamer binding on GRK2 – biochemical, human GRK2, bead flow cytometry, HTS, primary screen; 330,000 tested, 0.59% active; FAM-aptamer displacement from GRK2; Beta-adrenergic receptor kinase 1 (Homo sapiens), P25098; inhibition of aptamer binding, % at 10 µM; AID 488847, 2010;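 active means inhibition of aptamer binding above 40%, roughly 3 SD of noise, on plates passing a quality check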;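 further: median bead fluorescence of bound FAM aptamer so fluorescent compounds give negative values; no value below 0 was filed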
Target sequence (P25098 whole entry, looked up): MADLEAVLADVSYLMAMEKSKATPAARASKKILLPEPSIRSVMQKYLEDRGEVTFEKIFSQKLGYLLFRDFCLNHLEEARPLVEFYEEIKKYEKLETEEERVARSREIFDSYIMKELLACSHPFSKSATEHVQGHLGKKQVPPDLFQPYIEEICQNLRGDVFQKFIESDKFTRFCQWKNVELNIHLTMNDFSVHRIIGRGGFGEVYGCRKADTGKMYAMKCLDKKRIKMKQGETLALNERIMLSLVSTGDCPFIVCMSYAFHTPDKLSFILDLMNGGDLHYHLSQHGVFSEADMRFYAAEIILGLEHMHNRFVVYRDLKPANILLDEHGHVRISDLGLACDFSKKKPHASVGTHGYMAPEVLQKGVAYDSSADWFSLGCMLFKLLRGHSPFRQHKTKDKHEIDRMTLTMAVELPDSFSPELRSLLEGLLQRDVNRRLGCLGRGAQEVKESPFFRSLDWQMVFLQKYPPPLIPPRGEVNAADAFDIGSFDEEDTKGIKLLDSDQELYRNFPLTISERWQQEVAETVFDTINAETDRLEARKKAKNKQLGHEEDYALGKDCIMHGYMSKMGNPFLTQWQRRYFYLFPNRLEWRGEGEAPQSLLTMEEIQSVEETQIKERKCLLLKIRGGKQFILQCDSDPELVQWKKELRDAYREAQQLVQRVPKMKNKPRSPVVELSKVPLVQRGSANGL
HCV core dimer = inhibitors of HCV core protein dimerization, primary screen, biochemical, TR-FRET, high-throughput; TR-FRET GST/Flag-core106 dimerization, 1536-well; inhibition, % at 5 µM; 300,000 tested, 0.33% active;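 active means inhibition above the mean of all tested compounds plus 3 SD, set per screening campaign, cut at about 45% in these data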
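Material: Tagged HCV core106 pair (GST and Flag) | Amount: GST-core106 13.5 nM, Flag-core106 17 nM | Medium: KF-containing HEPES buffer, pH 7.45, DTT, CHAPS, BSA | Reagent: Eu donor and XL665 acceptor anti-tag antibodies | Schedule: 4 h at 22.5 °C | Technique: Time-resolved FRET, ex 340 nm, em 617 and 671 nm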
PP5 primary = PP5 phosphatase inhibitors, primary screen, biochemical, fluorescence; AID 1987, 2009; inhibition, % at 6.7 µM; purified PP5c, OMFP substrate fluorescence; 320,000 tested, 0.18% active;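 active means inhibition above the campaign's mean inhibition across all tested compounds plus 3 SD, cut at about 9.5% in these data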;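 further: 0% = DMSO only and 100% = 100 µM cantharidin control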
CTSL1 counter = Fasciola hepatica cathepsin L1 inhibitors, primary screen, counter-screen for PFM18AAP inhibitor project, biochemical, QFRET, fluorogenic peptide substrate; inhibition, % at 5.96 µM; recombinant F. hepatica cathepsin L1, Z-Leu-Arg-MCA fluorescence; 300,000 tested, 0.49% active; AID 1906, 2009;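 active means inhibition above the mean of all tested compounds plus 3 SD, set per screening campaign, cut at about 17% in these data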;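 further: 0% = plate median of test compound wells and 100% = 1 µM Z-Phe-Ala-diazomethylketone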
VLA-4 inh = inhibition in human VLA-4 binding assay, primary screen, VLA-4 allosteric modulator project, MLPCN library, flow cytometry, VLA-4 expressing cells | ligand binding flow cytometry | inhibition, % (about 7 µM as worked out from the volumes in the protocol) | 330,000 tested, 0.2% active | Integrin alpha-4 (Homo sapiens), P13612; in the data active means inhibition above about 50%
* marks the source's active call; other numbers are inactive results. Outcome played no part in choosing rows. About 2.6% of those tested had a hit in this group.

`CC(C)Cn1c(=O)[nH]c(=O)c2c(C(F)(F)F)cc(-c3ccccc3)nc21` gave PP1 counter -1, proCasp7 act 5, procasp3 activ -2, GASC-1 inh -6, GRK2 aptamer HTS 0, HCV core dimer 13, PP5 primary 0.4, CTSL1 counter 0 and VLA-4 inh -5.
CC1=C(C(=O)OCC(Br)(Br)Br)C(c2cccc([N+](=O)[O-])c2)NC(=O)N1CCCC(=O)O (stereo not given) was read as PP1 counter 3, proCasp7 act 7, procasp3 activ 0, GASC-1 inh -3, GRK2 aptamer HTS 3, HCV core dimer 1, PP5 primary 0.4, CTSL1 counter 5 and VLA-4 inh -1.
Cc1cccc(NC(=O)CN2C(=O)N/C(=C/c3ccc(C)o3)C2=O)c1 was read as PP1 counter 3, proCasp7 act -13, procasp3 activ -27, GASC-1 inh 1, GRK2 aptamer HTS 3, HCV core dimer -2, PP5 primary 1.3, CTSL1 counter 6 and VLA-4 inh -79.
Screening CCOc1ccc(OCCCC(=O)NCCc2ccc(OC)cc2)cc1 returned PP1 counter -2, proCasp7 act 2, procasp3 activ 12, GASC-1 inh 19, GRK2 aptamer HTS 0, HCV core dimer -5, PP5 primary 3.0, CTSL1 counter -2 and VLA-4 inh 21.
Screening COc1ccccc1CNC(=O)COC(=O)c1nc(Cl)ccc1Cl returned PP1 counter -3, proCasp7 act -1, procasp3 activ -3, GASC-1 inh 2, GRK2 aptamer HTS 0, HCV core dimer -1, PP5 primary -1.3, CTSL1 counter -4 and VLA-4 inh 17.
O=C(c1cc(Cl)ccc1O)N1CCN(S(=O)(=O)c2cccs2)CC1 was read as PP1 counter -4, proCasp7 act 5, procasp3 activ 9, GASC-1 inh 2, GRK2 aptamer HTS 1, HCV core dimer 0, PP5 primary -2.0, CTSL1 counter 3 and VLA-4 inh 0.
`CC(C)c1ccc(NC(=O)Nc2cnccn2)cc1` gave PP1 counter -1, proCasp7 act 6, procasp3 activ 2, GASC-1 inh -3, GRK2 aptamer HTS 2, HCV core dimer 3, PP5 primary 4.2, CTSL1 counter 6 and VLA-4 inh 13.
Cc1cc(S(=O)(=O)Nc2ccc(C(=O)NCC(c3ccco3)N(C)C)cc2)ccc1F (stereo not given) was read as PP1 counter -6, proCasp7 act 5, procasp3 activ 10, GASC-1 inh 4, GRK2 aptamer HTS 5, HCV core dimer 3, PP5 primary -3.8, CTSL1 counter -3 and VLA-4 inh 12.
`Clc1ccc(Cl)c(-c2nc(-c3ccncc3)no2)c1` gave PP1 counter 0, proCasp7 act -2, procasp3 activ 0, GASC-1 inh 5, GRK2 aptamer HTS 0, HCV core dimer 8, PP5 primary -0.5, CTSL1 counter 3 and VLA-4 inh 6.
For COc1ccc(NC(=O)c2cccc(N3C(=O)c4ccc(C(=O)Nc5ccc(OC)c(O)c5)cc4C3=O)c2)cc1O the results were PP1 counter 2, proCasp7 act 0, procasp3 activ 4, GASC-1 inh -1, GRK2 aptamer HTS 3, HCV core dimer 17, PP5 primary 2.1, CTSL1 counter 2 and VLA-4 inh 7.
For Cc1occc(=O)c1OCc1c(F)cccc1Cl the results were PP1 counter 2, proCasp7 act -3, procasp3 activ -7, GASC-1 inh -10, GRK2 aptamer HTS 3, HCV core dimer 1, PP5 primary -0.2, CTSL1 counter -6 and VLA-4 inh 3.
Screening Cc1c(NC(=S)NC(=O)c2ccco2)cccc1-c1nc2ncccc2o1 returned PP1 counter 2, proCasp7 act -1, procasp3 activ 1, GASC-1 inh 13, GRK2 aptamer HTS 0, HCV core dimer -5, PP5 primary 3.6, CTSL1 counter 4 and VLA-4 inh 7.
Screening S=C(NCCCN1CCOCC1)N(Cc1ccccc1)Cc1ccccc1 returned PP1 counter 1, proCasp7 act 11, procasp3 activ 8, GASC-1 inh -10, GRK2 aptamer HTS 0, HCV core dimer -3, PP5 primary -3.0, CTSL1 counter 3 and VLA-4 inh 15.
Screening COc1cccc(C(=O)Nc2c3c(nc4c2CCC4)CCCC3)c1 returned PP1 counter 0, proCasp7 act -5, procasp3 activ -2, GASC-1 inh 16, GRK2 aptamer HTS 0, HCV core dimer -3, PP5 primary 0.9, CTSL1 counter -1 and VLA-4 inh 8.
Screening O=C(C1=C[C@H](c2csc3ccccc23)C[C@H](OCc2ccc(CO)cc2)O1)N1CCN(Cc2ccccc2)CC1 returned PP1 counter 9, proCasp7 act -3, procasp3 activ 1, GASC-1 inh 1, GRK2 aptamer HTS 0, HCV core dimer 7, PP5 primary 4.0, CTSL1 counter -4 and VLA-4 inh 2.
`CNC(=S)N(CCc1c(C)[nH]c2ccc(Cl)cc12)Cc1cc(OC)c(OC)c(OC)c1` gave PP1 counter -2, proCasp7 act -2, procasp3 activ 5, GASC-1 inh 7, GRK2 aptamer HTS 0, HCV core dimer -3, PP5 primary 1.1, CTSL1 counter 4 and VLA-4 inh 0.
For Cc1cc(NC(=O)COc2ccccc2C(N)=O)no1 the results were proCasp7 act -1, procasp3 activ 3, GASC-1 inh -1, GRK2 aptamer HTS 1 and VLA-4 inh -366.
`COc1ccc(OC)c(NC(=O)c2cc(S(=O)(=O)NCc3ccco3)ccc2F)c1` gave PP1 counter 0, proCasp7 act -6, procasp3 activ -3, GASC-1 inh 6, GRK2 aptamer HTS 0, HCV core dimer 6, PP5 primary 2.7, CTSL1 counter 3 and VLA-4 inh 4.
`COc1ccc(-c2nnc(NC(=O)C(C)C)o2)cc1` gave PP1 counter 2, proCasp7 act 8, procasp3 activ 0, GASC-1 inh -5, GRK2 aptamer HTS 0, HCV core dimer -1, PP5 primary -0.8, CTSL1 counter 1 and VLA-4 inh 30.
`O=C(N/N=C/c1c[nH]c2ccccc12)c1cc(-c2ccc(-c3ccccc3)cc2)n[nH]1` gave PP1 counter 10, proCasp7 act 5, procasp3 activ -4, GASC-1 inh 0, GRK2 aptamer HTS 6, HCV core dimer 6, PP5 primary 3.9, CTSL1 counter 3 and VLA-4 inh 19.
Screening Nc1c(C(=O)O)sc2nc(-c3ccc(F)cc3)cc(-c3ccccc3)c12 returned PP1 counter 9, proCasp7 act -8, procasp3 activ 1, GASC-1 inh 5, GRK2 aptamer HTS 0, HCV core dimer 16, PP5 primary 2.0, CTSL1 counter 4 and VLA-4 inh -13.
For COc1cccc(OC)c1C(=O)Nc1cccc(-c2nc3ccccc3[nH]2)c1 the results were PP1 counter 1, proCasp7 act -8, procasp3 activ -7, GASC-1 inh 6, GRK2 aptamer HTS 0, HCV core dimer 10, PP5 primary 2.0, CTSL1 counter 1 and VLA-4 inh 1.
`O=C(Cc1ccc([N+](=O)[O-])cc1)NCC1CCCO1` (stereo not given) gave PP1 counter -1, proCasp7 act 10, procasp3 activ 5, GASC-1 inh -2, GRK2 aptamer HTS 1, HCV core dimer 1, PP5 primary 1.1, CTSL1 counter 0 and VLA-4 inh 28.
Screening c1ccc(OCCCN2CCCC2)cc1 returned PP1 counter -3, proCasp7 act 10, procasp3 activ 6, GASC-1 inh -5, GRK2 aptamer HTS 0, HCV core dimer -2, PP5 primary -0.9, CTSL1 counter -1 and VLA-4 inh 10.
CN(C)c1cccc(-c2nnc(SCCCC#N)o2)c1 was read as PP1 counter 0, proCasp7 act 11, procasp3 activ 6, GASC-1 inh 14, GRK2 aptamer HTS 0, HCV core dimer -1, PP5 primary 2.7, CTSL1 counter -1 and VLA-4 inh 7.
For COc1ccc(NC(=O)COC(=O)C(CC(C)C)N2C(=O)C3CC=CCC3C2=O)cc1Cl (stereo not given) the results were PP1 counter 3, proCasp7 act -3, procasp3 activ 3, GASC-1 inh -2, GRK2 aptamer HTS 2, HCV core dimer 0, PP5 primary 3.4, CTSL1 counter 52* and VLA-4 inh 16.
Screening COc1ccc(Cl)cc1/C=C(\C#N)C(N)=O returned PP1 counter -2, proCasp7 act 7, procasp3 activ 4, GASC-1 inh 0, GRK2 aptamer HTS 0, HCV core dimer -3, PP5 primary -1.9, CTSL1 counter 2 and VLA-4 inh 13.
Screening CC(OC(=O)c1nc(Cl)ccc1Cl)C(=O)NC1CCCCC1C (stereo not given) returned PP1 counter -1, proCasp7 act 2, procasp3 activ 8, GASC-1 inh 6, GRK2 aptamer HTS 0, PP5 primary -1.1 and VLA-4 inh 18.
CC(=O)Nc1ccc(S(=O)(=O)Nc2nccc(C3Cc4ccccc4C(=O)O3)n2)cc1 (stereo not given) was read as PP1 counter -2, proCasp7 act 7, procasp3 activ 2, GASC-1 inh 0, GRK2 aptamer HTS 0, HCV core dimer 7, PP5 primary 2.0, CTSL1 counter -4 and VLA-4 inh 30.
`Cc1ccc(NC(=O)c2c(-c3ccccc3Cl)noc2C)nc1` gave PP1 counter 0, proCasp7 act -6, procasp3 activ -4, GASC-1 inh 2, GRK2 aptamer HTS 3, HCV core dimer 3, PP5 primary 1.9, CTSL1 counter 4 and VLA-4 inh 1.
For CCC(C)NC(=O)C1CCN(S(=O)(=O)c2ccc(OC)cc2)CC1 (stereo not given) the results were PP1 counter -3, proCasp7 act -8, procasp3 activ -3, GASC-1 inh 13, GRK2 aptamer HTS 1, HCV core dimer -7, PP5 primary 1.2, CTSL1 counter 2 and VLA-4 inh -13.
CNS(=O)(=O)c1ccc(C(=O)NCC(=O)NCCc2ccc3c(c2)OCCO3)cc1 was read as PP1 counter -2, proCasp7 act -10, procasp3 activ 7, GASC-1 inh -10, GRK2 aptamer HTS 0, PP5 primary -0.3 and VLA-4 inh 0.
COc1ccc(NS(=O)(=O)c2c(F)cccc2F)cc1S(=O)(=O)N1CCOCC1 was read as PP1 counter -1, proCasp7 act 9, procasp3 activ 4, GRK2 aptamer HTS 1, PP5 primary 0.7 and VLA-4 inh 3.
For C=CCn1c(SCC(=O)NCc2ccco2)nc2ccccc2c1=O the results were PP1 counter 1, proCasp7 act -5, procasp3 activ -2, GASC-1 inh -2, GRK2 aptamer HTS 0, HCV core dimer 0, PP5 primary -0.2, CTSL1 counter -1 and VLA-4 inh 14.

2 successive compounds out of the list so far:
For Cc1cc(NC(=O)COc2ccccc2C(N)=O)no1 the results were proCasp7 act -1, procasp3 activ 3, GASC-1 inh -1, GRK2 aptamer HTS 1 and VLA-4 inh -366.
`COc1ccc(OC)c(NC(=O)c2cc(S(=O)(=O)NCc3ccco3)ccc2F)c1` gave PP1 counter 0, proCasp7 act -6, procasp3 activ -3, GASC-1 inh 6, GRK2 aptamer HTS 0, HCV core dimer 6, PP5 primary 2.7, CTSL1 counter 3 and VLA-4 inh 4.
